TNAP inh hi DEA: TNAP (human) inhibition, high acceptor. P05186. purified TNAP, CDP-star luminescence, 1 M DEA. inhibition, % at 20 µM. actives 0.03% (n = 200,000);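 active means over 50% inhibition of tissue-nonspecific alkaline phosphatase at 20 µM in the single-dose screen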;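 further: plate controls were DMSO wells for no effect and EDTA-quenched wells as full inhibition for full effect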
Target sequence (P05186 whole entry, looked up): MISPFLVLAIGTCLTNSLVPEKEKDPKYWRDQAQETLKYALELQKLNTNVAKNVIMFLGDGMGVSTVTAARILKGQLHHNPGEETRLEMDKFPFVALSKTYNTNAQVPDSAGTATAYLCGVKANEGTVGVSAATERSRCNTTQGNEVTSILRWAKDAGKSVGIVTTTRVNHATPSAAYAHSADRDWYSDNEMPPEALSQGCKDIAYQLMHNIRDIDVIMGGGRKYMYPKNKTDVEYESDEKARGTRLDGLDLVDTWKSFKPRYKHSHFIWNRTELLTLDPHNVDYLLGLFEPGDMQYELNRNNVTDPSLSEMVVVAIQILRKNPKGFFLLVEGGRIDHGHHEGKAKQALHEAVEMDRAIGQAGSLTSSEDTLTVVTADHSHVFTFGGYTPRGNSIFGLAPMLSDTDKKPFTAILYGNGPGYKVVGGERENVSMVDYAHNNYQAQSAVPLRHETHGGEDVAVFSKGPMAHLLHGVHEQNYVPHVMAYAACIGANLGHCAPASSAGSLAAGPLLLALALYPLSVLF
FLuc inh counter: counter-screen for luciferase assay inhibitors: firefly luciferase inhibition | P08659 | ATPLite firefly luciferase biochemical luminescence, 10 min | inhibition, % at 10 µM | actives 1.5% (n = 200,000) | AID 1006;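 active means inhibition above about 50% when tested at 10 µM, limit read from the data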
Target sequence (P08659 whole entry, looked up): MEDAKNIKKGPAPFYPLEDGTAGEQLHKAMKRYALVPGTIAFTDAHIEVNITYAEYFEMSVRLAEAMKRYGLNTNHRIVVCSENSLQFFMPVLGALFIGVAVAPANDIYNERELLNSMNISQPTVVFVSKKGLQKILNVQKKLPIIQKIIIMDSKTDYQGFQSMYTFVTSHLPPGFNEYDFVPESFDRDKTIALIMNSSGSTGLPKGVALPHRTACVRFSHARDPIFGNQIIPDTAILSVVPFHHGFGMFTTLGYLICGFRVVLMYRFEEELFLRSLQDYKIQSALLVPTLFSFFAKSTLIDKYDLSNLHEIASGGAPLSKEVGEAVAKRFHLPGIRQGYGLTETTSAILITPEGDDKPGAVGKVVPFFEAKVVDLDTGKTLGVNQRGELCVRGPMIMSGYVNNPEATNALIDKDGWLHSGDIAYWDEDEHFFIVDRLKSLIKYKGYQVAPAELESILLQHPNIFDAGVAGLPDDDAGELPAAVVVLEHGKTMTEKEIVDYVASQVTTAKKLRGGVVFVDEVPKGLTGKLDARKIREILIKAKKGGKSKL
RAM network inh: blocks the yeast RAM network; S. cerevisiae dse1pr::URA3 reporter, 5-FOA growth OD615, 2 d; analog-sensitive cbk1-as2 kinase mutant strain; inhibition, % at 50 µM; actives 1.8% (n = 190,000);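 active means inhibition above a set limit, 3 SD over mean compound inhibition, cut at about 8.4% in these data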;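 further: 0% = DMSO-only wells with no growth and 100% = 10 µM 1-NA-PP1 full growth; inhibition rescues growth on 5-FOA so higher OD means more RAM inhibition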
TNAP inh no acc: blocks human TNAP activity with no phosphate acceptor present. purified TNAP, CDP-star luminescence, 30 min. actives 0.26% (n = 200,000). AID 1012. inhibition, % at 20 µM. P05186;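 active means tissue-nonspecific alkaline phosphatase inhibition above about 50% at 20 µM in the single-dose screen, limit read from the data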;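 further: 0% = DMSO negative control and 100% = EDTA positive control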
bIAP act: intestinal alkaline phosphatase (bovine) activation. purified bovine IAP, CDP-star luminescence, 30 min; active compounds read high; fold of DMSO-control signal, blank-subtracted. activation factor at 20 µM. actives 0.17% (n = 200,000). AID 1016;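 active means activation factor of 2 or more at 20 µM, a signal rise over negative controls twice the positive control's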
L major viab: Leishmania major promastigote growth inhibition. inhibition, % at 10 µM. AID 1063. actives 9% (n = 200,000). Leishmania major promastigotes, resazurin fluorescence viability; in the data active means inhibition above about 50%;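 further: promastigotes grown with compound for 44 hours at 28 °C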
bIAP inhibitor: blocks bovine intestinal alkaline phosphatase activity. purified bovine IAP, CDP-star luminescence, 30 min. inhibition, % at 20 µM. 190,000 tested, under 10 active. AID 1019;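 active means over 50% inhibition of intestinal alkaline phosphatase at 20 µM in the single-dose screen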
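System: Purified bovine intestinal alkaline phosphatase (IAP) enzyme | Input: IAP diluted 1/65,000,000 in the well | Also added: CDP-star chemiluminescent phosphatase substrate, 30 µM final | Dosing: 20 µM single dose | Times: Enzyme reaction for 30 min at room temperature | Detection: Luminescence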
APP 5UTR inh: APP translation inhibition. SH-SY5Y APP 5'UTR-luciferase reporter, luminescence. inhibition, % at 2 µM. actives 0.82% (n = 190,000). AID 1285;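 active means inhibition above a set limit, derived from the sample mean plus 3 SD, cut at about 45% in these data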; further: values of inactives mirror those of a sister screen read the other way
FLuc stim CS: firefly luciferase counter-screen for stimulation assays | activation factor at 10 µM | ATPlite luciferase biochemical, luminescence, 10 min; 0 = ATP-free wells, 1 = DMSO control | P08659 | 200,000 tested, under 10 active | AID 1027;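 active means luciferase activation factor, scaled between plate controls, of at least 2 with compound at 10 µM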
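System: luciferase plus luciferin reagent, cell-free; medium: PBS as buffer for the ATP substrate; dosing: test compounds dosed from 2 mM stocks in 100% DMSO; timing: 10 min post-reagent at room temperature; measured by: luminescence measurement of luciferase light output; evaluation: luciferase activation, seen as luminescence increase over controls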
TNAP act hiacc: increases human TNAP activity under high phosphate acceptor concentration; P05186; activation factor at 20 µM; purified TNAP, CDP-star luminescence, 1 M DEA, 30 min; active compounds read high; 0 = EDTA background, 1 = DMSO-only activity; AID 1136; 200,000 tested, under 10 active;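 active means activation factor at least 2 at 20 µM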
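Control set: EDTA negative control, DMSO positive control / Assay system: human TNAP / Quantity: TNAP 1/800 final / Evaluation: TNAP activation factor scaled between EDTA and DMSO control wells / Measured by: luminescent substrate turnover signal / Compound dosing: one dose, 20 µM / Times: 30 min enzyme reaction at room temperature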
* hit, by the source's call; · = not tested or not shown.

SMILES,bIAP act,TNAP inh hi DEA,bIAP inhibitor,APP 5UTR inh,TNAP inh no acc,TNAP act hiacc,FLuc inh counter,L major viab,RAM network inh,FLuc stim CS
CC(=O)c1ccc(S(=O)(=O)N2CCCCC2C(=O)O)cc1 (stereo not given),1.2,0,-19,-3,-3,1,-1,-1,1.2,1
CC(C)c1ccc(CN(C(=O)c2cc3ccccc3oc2=O)C2CCS(=O)(=O)C2)cc1 (stereo not given),0.9,-6,5,-25,-2,1.1,-8,5,2.3,1.1
CCc1nc(SCC(=O)Nc2cc(C)on2)c2c(=O)n(C)c(=O)n(C)c2n1,0.9,-5,12,4,-13,1,-6,0,2.4,1.1
Cc1cc(C(F)(F)F)nc(SCC(=O)c2cccc([N+](=O)[O-])c2)n1,1,-1,1,3,-11,1,-3,-2,-0.8,1
CC(C)Cn1c(=O)c2c(nc3n2CCCN3CCc2ccccc2)n(C)c1=O,1,-7,2,0,1,1.1,-12,11,0.7,1.1
COC(=O)c1ccc(-c2n[nH]c(=O)c3ccccc23)cc1,1.1,-1,-7,24,-11,1,-10,-7,1.2,1.1
CCn1c(-c2cc(-c3cc(C)ccc3C)nc3ccccc23)n[nH]c1=S,1,-3,3,4,5,1,-10,8,-0.1,1.1
O=C(CCCOc1ccccc1)NCCc1nc2ccccc2[nH]1,1,-6,3,-17,-10,1.1,-5,-6,0.6,1
CCCCN(Cc1ccccc1)C(=O)C1CCCN(S(=O)(=O)c2cnc[nH]2)C1 (stereo not given),1.1,1,-7,48*,2,1,-3,-1,1.0,1
CCOc1cccc(-c2cc(-c3n[nH]c(=S)n3CC)c3ccccc3n2)c1,1.1,-2,-9,2,5,1,6,34,3.9,0.9
Cc1ccccc1Nc1nc(N)nc(COC(=O)C2CCCCC2)n1,1,0,3,-8,-4,1,-6,0,-0.4,1.1
CC(C)c1ccc(N(CC(=O)NCCSC(C)(C)C)S(C)(=O)=O)cc1,1.1,0,-9,0,-9,1,3,1,2.2,1
COc1cccc(OC)c1C(=O)N1CCN(S(=O)(=O)c2ccc(C)cc2)CC1,1,2,1,11,-9,1,-7,-5,3.5,1.1
COc1ccc(N(CN2C(=O)c3ccccc3C2=O)C(=O)COc2ccc(Cl)cc2Cl)cc1,1,-3,1,-13,2,1,-16,-9,4.8,1.2
Cc1cccc(OCCNC(=O)c2cccc(Oc3ccc(C(F)(F)F)cc3[N+](=O)[O-])c2)c1,0.9,5,11,6,-26,0.9,0,1,9.0*,1
CCCCC(=O)NCCNc1nc2c(c(=O)n(C)c(=O)n2C)n1Cc1ccc(F)cc1,1.1,-5,-12,-5,-10,1,-6,1,1.6,1.1
Cc1cn(C(=O)C(C)N2C(=O)c3ccccc3C2=O)c(C)n1 (stereo not given),0.9,-4,6,-11,-17,1,-7,-8,0.7,1.1
Cc1cc(C(=O)COc2nncc3ccccc23)c(C)n1C,1.1,-9,-9,-10,-14,1.1,-2,-4,-1.2,1
CCOC(=O)C1(CCOC)CCN(C(=O)c2sccc2C)CC1,1.1,0,-5,-6,-3,1,-4,-5,-0.1,1
CC(C(=O)N1CCN(C2c3ccccc3-c3ccccc32)CC1)N1C(=O)c2ccccc2C1=O (stereo not given),1,-4,2,3,8,1,-2,-6,0.6,1

2 compounds drawn at random from those above:
SMILES,bIAP act,TNAP inh hi DEA,bIAP inhibitor,APP 5UTR inh,TNAP inh no acc,TNAP act hiacc,FLuc inh counter,L major viab,RAM network inh,FLuc stim CS
O=C(CCCOc1ccccc1)NCCc1nc2ccccc2[nH]1,1,-6,3,-17,-10,1.1,-5,-6,0.6,1
COC(=O)c1ccc(-c2n[nH]c(=O)c3ccccc23)cc1,1.1,-1,-7,24,-11,1,-10,-7,1.2,1.1

A run of entries from the list above:
SMILES,bIAP act,TNAP inh hi DEA,bIAP inhibitor,APP 5UTR inh,TNAP inh no acc,TNAP act hiacc,FLuc inh counter,L major viab,RAM network inh,FLuc stim CS
CC(=O)c1ccc(S(=O)(=O)N2CCCCC2C(=O)O)cc1 (stereo not given),1.2,0,-19,-3,-3,1,-1,-1,1.2,1
CC(C)c1ccc(CN(C(=O)c2cc3ccccc3oc2=O)C2CCS(=O)(=O)C2)cc1 (stereo not given),0.9,-6,5,-25,-2,1.1,-8,5,2.3,1.1
CCc1nc(SCC(=O)Nc2cc(C)on2)c2c(=O)n(C)c(=O)n(C)c2n1,0.9,-5,12,4,-13,1,-6,0,2.4,1.1
Cc1cc(C(F)(F)F)nc(SCC(=O)c2cccc([N+](=O)[O-])c2)n1,1,-1,1,3,-11,1,-3,-2,-0.8,1
CC(C)Cn1c(=O)c2c(nc3n2CCCN3CCc2ccccc2)n(C)c1=O,1,-7,2,0,1,1.1,-12,11,0.7,1.1
COC(=O)c1ccc(-c2n[nH]c(=O)c3ccccc23)cc1,1.1,-1,-7,24,-11,1,-10,-7,1.2,1.1
CCn1c(-c2cc(-c3cc(C)ccc3C)nc3ccccc23)n[nH]c1=S,1,-3,3,4,5,1,-10,8,-0.1,1.1
O=C(CCCOc1ccccc1)NCCc1nc2ccccc2[nH]1,1,-6,3,-17,-10,1.1,-5,-6,0.6,1
CCCCN(Cc1ccccc1)C(=O)C1CCCN(S(=O)(=O)c2cnc[nH]2)C1 (stereo not given),1.1,1,-7,48*,2,1,-3,-1,1.0,1

(continued)
SMILES,bIAP act,TNAP inh hi DEA,bIAP inhibitor,APP 5UTR inh,TNAP inh no acc,TNAP act hiacc,FLuc inh counter,L major viab,RAM network inh,FLuc stim CS
CCn1c2ccccc2c2cc(NC(=O)C(=O)NCC3CCCO3)ccc21 (stereo not given),0.9,-5,8,10,-4,1,-8,0,3.9,1.1
CC1=C(C(=O)Nc2ccccc2)C(c2ccc(C(C)C)cc2)N2C(=O)CSC2=N1 (stereo not given),1,0,4,-3,4,1,-6,-4,4.3,1.1
COc1ccc(/C=N/Nc2nc(N3CCCC3)nc(N3CCCC3)n2)cc1,0.9,-6,11,-1,-10,1.1,1,63*,1.9,1
CC(=O)Nc1ccc(N(C(=O)c2ccco2)C(C(=O)NC2CCCC2)c2ccc(N3CCOCC3)cc2)cc1 (stereo not given),1.1,-6,-13,-6,-4,1.1,-2,-3,2.4,1
COCCCNC(=O)c1cccc(NC(=O)c2ccccc2)c1,1,-4,3,9,-23,1,-6,20,0.8,1.1
COC(=O)c1ccc2c(=O)n(CCCN3CCCC3=O)c(=S)[nH]c2c1,1,-7,4,7,-13,1.1,-3,6,0.0,1
Cc1ccc(N(CC2CO2)S(=O)(=O)c2ccc(C)cc2)cc1 (stereo not given),1,-5,-2,11,-5,1.1,-8,1,2.3,1.1
CCOC(=O)/C=C/C(=O)Nc1ccc(S(=O)(=O)Nc2c(C)cc(C)cc2C)cc1,0.9,1,10,32,-25,1,-8,34,1.9,1.1
CC(C)c1ccccc1NC(=O)C1CN(S(=O)(=O)c2ccccc2)CCN1S(=O)(=O)c1ccccc1 (stereo not given),1,-4,-2,-10,-20,1,-3,7,8.6*,1
COc1ccc(OC)c(Nc2nc(-c3sc(C)nc3C)cs2)c1,1.5,-2,-53,4,6,1,-2,21,0.1,1
Cc1nc(S(=O)(=O)N(C)Cc2ccccc2)c(C#N)c(C)c1Cl,1,-8,0,-5,-15,1.1,-5,-2,3.0,1.1
O=C(c1ccccc1Cl)N1CCNCC1,0.9,-2,10,-12,-15,1,-8,0,1.2,1.1
CCc1ccccc1N1CC23C=CC(O2)C(C(=O)OCC(C)C)C3C1=O (stereo not given),1,-6,-1,·,-12,1.1,-6,1,1.0,1.1
OC(CN1CCOCC1)C12CC3CC(CC(C3)C1)C2 (stereo not given),1,1,0,-7,-9,1,-9,-2,1.3,1.1
COc1ccc(NC(=O)c2cccs2)cc1,1,2,2,-66,-10,1,40,2,-1.2,0.6
COc1cccc(Oc2ccc(C(F)(F)F)cc2NC(=O)c2cccc(F)c2)c1,1,-3,1,0,-9,1,0,0,6.5,1
CC(C)(C)NS(=O)(=O)c1ccc(CCC(=O)Nc2ccc3c(c2)OCO3)cc1,0.8,-4,17,-6,-18,1,-4,7,0.7,1
Cc1c(NC(=O)c2cnn3c2NC(c2ccc(Br)cc2)CC3C(F)(F)F)c(=O)n(-c2ccccc2)n1C (stereo not given),1,-2,0,-7,-10,1,-6,-5,1.3,1.1
O=C(CN(c1ccc(Cl)c(C(F)(F)F)c1)S(=O)(=O)c1ccccc1)N1CCOCC1,1.1,-7,-7,8,-16,1.1,-4,1,-0.1,1
CN(C)c1nc(SCC#N)nc(N2CCOCC2)n1,1,-1,2,-7,-8,1,-3,-1,1.7,1

(list continues)
SMILES,bIAP act,TNAP inh hi DEA,bIAP inhibitor,APP 5UTR inh,TNAP inh no acc,TNAP act hiacc,FLuc inh counter,L major viab,RAM network inh,FLuc stim CS
Cc1csc(SCc2nnc(-c3ccccc3Br)o2)n1,0.9,-2,8,-185,-7,1,20,11,-0.1,0.8
CCOC(=O)C1C(=O)C=C(c2ccc(Br)cc2)CC1c1ccco1 (stereo not given),1,-4,4,-9,-6,1,-1,5,4.2,1
N#Cc1cccc2cnccc12,0.9,-1,9,13,-10,1,-8,19,-0.3,1.1
COc1ccccc1/C=C/C=C1\Oc2c(ccc(O)c2CN2CCN(CCO)CC2)C1=O,1,27,1,-3,19,0.7,45,35,-0.4,0.5
COc1cc(C2C(N3C(=O)c4ccccc4C3=O)C(=O)N2c2cccc(C)c2)cc(OC)c1OC (stereo not given),0.9,-4,11,-4,-3,1,-4,-2,5.0,1
CC(=O)N[C@@H]1c2c(ccc3ccccc23)OC[C@@H]1COC(C)=O,1.1,-4,-8,-7,-11,1,-5,-6,2.5,1.1
CN1C(=O)CC(C(=O)O)SC1=Nc1cccc(C(F)(F)F)c1 (stereo not given),1,-4,5,0,-16,1,-6,-5,-1.2,1.1
S=C(NCc1ccco1)N1CCN(c2nc(-c3ccccc3)cs2)CC1,1,-10,4,-2,-15,1.1,-5,-3,5.0,1.1
COc1ccc(C(=O)CSc2nc3c(c(=O)n(C)c(=O)n3C)n2C)cc1,1,1,-1,-16,-5,1,0,-5,2.0,1
CC(C)Cc1nc(C#N)c(N2CCC(C(N)=O)CC2)o1,1,-2,-3,-14,-3,1,3,7,0.3,1
CCOc1cc(C2C(C#N)=C(N)OC(C)=C2C(C)=O)c(Br)c(Br)c1OC(C)C (stereo not given),1,3,-2,66*,1,1,-8,64*,2.3,1.1
COc1ccc2ncn(-c3ccccc3)c2c1,0.9,1,11,4,-6,1,5,-6,1.6,0.9
Nc1ccc(Oc2ccc(Br)cc2)cc1,0.9,2,13,12,-6,1,-2,0,0.5,1
COc1ccc(-n2nc(C(=O)NCC(=O)Nc3cccc(C)n3)c3ccccc3c2=O)cc1,0.9,-1,11,3,-8,1,-6,-6,4.2,1.1
CCCn1c(SCC(=O)NC23CC4CC(CC(C4)C2)C3)n[nH]c1=O,1,-4,0,14,-5,1,-3,1,0.4,1
COc1ccc(-c2csc(N(CC3CCCO3)C(=O)c3ccc(C)cc3)n2)cc1 (stereo not given),1.1,-4,-10,-20,-9,1,-4,39,4.8,1
